# Rat MKP-3 inhibitors: MKP-3 phosphatase inhibitors, primary screen, biochemical, rat enzyme, in vitro (AID 425); inhibition, % at 20 µM, or IC50 in µM where a hit was titrated; recombinant MKP-3 phosphatase activity, fluorescence; higher % means a stronger effect; 110,000 tested, 0.17% active; in the data active means inhibition above about 50%;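 further: plate controls were vehicle for no effect and reference inhibitor for full effect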
# Hsp70 inhibitors: small molecules displacing fluorescent ligand from Hsp70 – biochemical, fluorescence polarization, primary screen (AID 583) | Hsp70 fluorescence polarization probe displacement, mP; higher % means a stronger effect | one-dose displacement, % at 20 µM; IC50 in µM for titrated hits | 140,000 tested, 0.06% active; in the data active means displacement above about 50%;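 further: plate controls were vehicle for no effect and reference ligand for full effect; a part of the inactive calls stands beside numbers as strong as those of hits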
# The depositor's hits bear a star; / = no result given; & = joins results of further samples. This is a subset; rates above refer to the full screens.
Rat MKP-3 inhibitors,Hsp70 inhibitors,compound
/,-2.8%,O=C(NCCc1ccccc1)c1ccco1
5.2%,1.3%,CC(=O)Nc1ccccc1NC(=O)c1cccc(Cl)c1
0.8%,-0.6%,COc1ccccc1C/C(N)=N/OC(=O)COc1ccc(Br)cc1
0.6%,-2.2%,Cn1c2ccc(Br)cc2c2n[nH]c(=S)nc21
-5.6%,-2.8%,COc1ccc(Cc2nc(-c3ccc(Cl)cc3)no2)cc1
/,-3.2%,CC(=O)Nc1ccc(OCC(O)CN2CCN(c3ccccc3Cl)CC2)cc1 (configuration not stated)
-6.6%,/,COc1cc(C(=O)O)cc(Br)c1OC1CCCC1
-0.8%,-5.6%,COc1cc(/C=C2\C(=O)NC(=O)N(c3ccc(Cl)cc3)C2=O)cc(Cl)c1OC
/,2.7%,Cc1ccc(N=C(NO)c2nonc2N)cc1
-14.7%,0.4%,O=C(NCc1ccc2c(c1)OCO2)c1cccc(S(=O)(=O)N2CCCCC2)c1
-4.0%,-3.7%,COc1cc(C(=O)N2CCN(c3cccc(C)c3C)CC2)cc(OC)c1OC
-0.4%,-135.8%,CCc1ccc(N2C(=O)NC(=O)/C(=C\c3ccc(N4CCOCC4)o3)C2=O)cc1
2.7%,-0.4%,Cc1cc(=O)oc2c(C)c(O)c([N+](=O)[O-])cc12
-6.5%,2.5%,Cc1cc2c(N=O)c(NO)ccc2[nH]1
-0.9%,5.5%,Cc1cccc(NC(=O)C(=O)N/N=C/c2c(Cl)cccc2Cl)c1C
/,8.1%,COCCCNC(=O)C1CCCN(S(=O)(=O)c2ccc(C)cc2)C1 (configuration not stated)
3.2%,6.9%,CC(=O)Nc1ccccc1NC(=O)c1ccc(I)cc1
/,-2.5%,Cc1onc(-c2ccccc2)c1C(=O)NCC1CCN(C(=O)c2c(-c3ccccc3)noc2C)CC1
-5.7%,-2.2%,CC(=O)C1=C(C)NC(SCSc2ccccc2)=C(C#N)C1c1cccnc1 (configuration not stated)
1.9%,3.2%,CN(C(=O)COC(=O)c1ccc2c(c1)OCO2)C1CCS(=O)(=O)C1 (configuration not stated)
2.3%,-2.4%,CCn1c(-c2ccccc2C)n[nH]c1=S
5.6%,-9.5%,Cc1cc(C)n(-c2ccc(Cl)c(C(=O)Nc3ccc(-c4nnc5n4CCCCC5)cc3)n2)n1
4.2%,-0.4%,O=C(Nc1ccc(N2CCOCC2)cc1)c1ccc(Br)o1
-6.7%,0.8%,Cn1c(=O)cc(SCC(=O)NCCCN2CCOCC2)c2ccccc21
2.4%,-8.8%,COc1ccc(N2CC(O)=C(c3nc4ccccc4s3)C2=N)c(OC)c1
-1.4%,0.3%,COc1cc(C(=O)N/C(=C/c2ccc(Br)cc2)C(=O)NC(Cc2ccccc2)C(=O)O)cc(OC)c1OC (configuration not stated)
/,-2.3%,CCOc1ccccc1OCCOc1ccccc1OC(C)C
/,-3.5%,O=C(CN1C(=O)C2C3C=CC(C3)C2C1=O)Nc1nc(-c2ccccn2)cs1 (configuration not stated)
2.8%,-4.6%,COc1ccc(CC(=O)Nc2ccccc2F)cc1OC
3.9%,-3.1%,CCOC(=O)CN1CC23C=CC(O2)C(C(=O)NCc2ccccc2OC)C3C1=O (configuration not stated)
-5.0%,5.8%,COc1ccccc1NC(=O)c1ccc(OC)c([N+](=O)[O-])c1
0.5%,5.6%,O=C(CCC1CCCC1)Nc1ccc2c(c1)oc1ccccc12

# 2 entries from above, with two lines to a compound.
# Sequence of screens – Rat MKP-3 inhibitors, Hsp70 inhibitors
O=C(CN1C(=O)C2C3C=CC(C3)C2C1=O)Nc1nc(-c2ccccn2)cs1 (configuration not stated)
 : /, -3.5%
COc1ccc(CC(=O)Nc2ccccc2F)cc1OC
 : 2.8%, -4.6%

# (next part)
Rat MKP-3 inhibitors,Hsp70 inhibitors,compound
2.5%,1.3%,N#Cc1cc(Oc2cccc3cccnc23)c(-n2nnc3ccccc32)cc1C#N
/,16.0%,Cc1ccc(C)n1-c1ccc(C(=O)O)cc1
-0.1%,-13.0%,O=c1/c(=C/c2ccc(O)c(Cl)c2)sc2nc3ccccc3n12
/,-3.7%,Nc1nc(SCc2c(Cl)cccc2Cl)n[nH]1
-12.2%,3.5%,CCOc1ccc(-c2cc(CCCC(=O)N3CCN(c4ccc(OC)cc4)CC3)no2)cc1
/,-4.9%,Cc1ccc(-n2c(C)nc3c(cnn3-c3ccccc3Cl)c2=O)cc1C
-4.3%,-0.2%,CC1=C(C(=O)NCc2ccccn2)C2(CCC(C)CC2)OC1=O (configuration not stated)
/,0.4%,CC(C)=CC(=O)OCC(=O)Nc1ccc(Cl)cn1
/,5.5%,Cc1nn(C(=O)N2CCOCC2)c(C)c1CN1C(=O)c2ccccc2C1=O
/,-2.0%,CC(NS(C)(=O)=O)C(c1cccs1)N1CCN(c2ccccc2F)CC1 (configuration not stated)
-5.0%,-0.4%,Cc1ccc(S(=O)c2ccc(C)cc2)cc1
0.4%,-2.3%,C=CCOc1ccc(/C=C/C(=O)c2ccc(C)cc2)cc1
0.5%,-1.1%,COc1cccc(C2NC(=S)NC(C)=C2C(=O)Nc2ccccc2C)c1OC (configuration not stated)
-1.8%,4.5%,COC(=O)Cn1cnc2sc(C)c(S(=O)(=O)N3CCC(C)CC3)c2c1=O
1.1%,3.3%,COc1cccc(OCCNC(=O)c2ccc(C)cc2)c1
-4.7%,-1.6%,COCCn1c(SCC(=O)Nc2cc(C)on2)nnc1-c1c[nH]c2ccccc12
0.7%,4.9%,O=C(NCC1CCN(C(=O)c2cccc(F)c2)CC1)c1cccc(F)c1
2.2%,1.2%,CC(C)C(=O)Nc1ccc2oc(-c3ccccc3Br)nc2c1
-2.1%,2.5%,O=C(CN1CCN(Cc2ccccc2)CC1)N1CCCc2c1c(=O)oc1ccc(O)cc21
0.5%,-6.4%,Cc1cc(C)c(OCCCCN2CCC(C)CC2)c(C)c1
-2.9%,0.2%,Cc1cc(NS(=O)(=O)c2ccc(NC(=O)C(C)Oc3ccc4c(C)cc(=O)oc4c3)cc2)no1 (configuration not stated)
-8.1%,0.2%,CC(C)c1ccc(CNc2ccc(N3CCOCC3)cc2)cc1
-1.3%,2.4%,Cc1ccc(N=Cc2c(O)n(-c3ccccc3C)c(=O)[nH]c2=O)cc1
-0.1%,9.0%,O=C(Nc1ccc(NC(=O)c2ccc(Cl)cc2Cl)cc1)c1ccccc1
2.0%,0.2%,O=C(NCCCNC(=O)c1ccccn1)c1ccccn1
0.7%,0.5%,O=C(NC1CCN(Cc2ccccc2)CC1)C1CCN(S(=O)(=O)c2cccc3cccnc23)CC1
10.0%,-3.7%,O=C1/C(=C\c2ccc3c(c2)OCO3)SC(=S)N1C1CCS(=O)(=O)C1 (configuration not stated)
2.0%,0.5%,N/C(=N\OC(=O)c1ccccc1F)c1cccnc1
6.7%,13.3%,Cc1cc(C)cc(N2C(=O)NC(=O)/C(=C\c3ccc(I)o3)C2=O)c1
-0.7%,-0.4%,Cc1cc(C)n2nc(SCC(=O)N(C)c3ccccc3)nc2n1
-1.4%,2.0%,Cc1ccc(-c2cc(CC(C)C)nc(N)c2C#N)cc1
0.1%,3.7%,COc1ccc(-c2nc(C(N)=O)c3[nH]c(=O)n(-c4cccc(Cl)c4)c3n2)cc1OC
-1.1%,1.9%,COc1ccc(C(=O)NC(=S)Nc2ccc(S(=O)(=O)N=C(N)N)cc2)cc1
-10.0%,-3.6%,CCOC(=O)Cc1csc(NC(=O)c2ccc(C)o2)n1
/,0.6%,C[C@]12CC[C@@H]3c4ccc(O)cc4[C@@H](O)C[C@H]3[C@@H]1CC[C@@H]2O
2.7%,-0.1%,CCc1ccc(C2Nc3cccc4cccc(c34)N2)cc1
-3.1%,-3.7%,CCOc1ccc2nc(NC(=O)C3CCN(S(=O)(=O)c4cnc[nH]4)CC3)sc2c1
-11.3%,-5.0%,COc1ccc(NC(=O)CC(NCCc2ccccc2)C(=O)O)c(OC)c1 (configuration not stated)
-4.0%,-2.3%,C=CCN(CC=C)Cn1[nH]c(=O)ccc1=O
-9.3%,6.7%,CCCc1[nH]nc2c1C(c1ccc(OC)c(Cn3nc(C)c(Br)c3C)c1)C(C#N)=C(N)O2 (configuration not stated)
-8.3%,-2.0%,Cc1ccccc1C(=O)c1cccn1CC(=O)NCC1CCCO1 (configuration not stated)
-6.2%,30.2%,C1=C(c2ccc(-c3ccccc3)cc2)Nc2ncnn2C1c1ccco1 (configuration not stated)
0.6%,-4.2%,CCOC(=O)N1CCC(NC(=O)CCc2c(C)nc3nc(C)nn3c2C)CC1
0.6%,4.6%,CCCOC(=O)c1ccc(NC(=O)COc2ccc(OC)cc2)cc1
0.2%,-2.4%,CCOC(=O)C1=C(C)N=c2s/c(=C\c3cc(OC)ccc3OC)c(=O)n2C1c1ccccc1Cl (configuration not stated)
2.2%,-1.7%,CCOC(=O)CSc1nnc(-c2cccc(OC)c2)n1-c1ccccc1
23.1%,/,COc1ccc(Br)cc1/C=c1\sc2nc(-c3ccco3)nn2c1=O
/,-0.7%,Nc1nc(SCc2ccc(Cl)cc2Cl)ns1
-2.7%,-14.0%,CCN(CC)S(=O)(=O)c1ccc(Nc2nc3ccccc3n3nnnc23)cc1
5.8%,-1.4%,CCOC(=O)C1=C(CSc2nncn2C)NC(=O)NC1c1cc(OCC)ccc1OCC (configuration not stated)
/,-4.6%,COc1cccc(NC(=O)CSc2ncnc3c2cnn3Cc2ccccc2)c1
/,-6.6%,CCN(CC)c1ccc(NC(=O)CN2CCN(S(=O)(=O)c3cc(Cl)ccc3OC)CC2)cc1
-0.5%,10.1%,Cc1ccc(C(c2ccc(C)o2)c2cc(Br)cc([N+](=O)[O-])c2O)o1
/,4.4%,CC(=O)Nc1ccc2nc(-c3ccncc3)[nH]c2c1
-4.1%,0.6%,Cc1ccc(S(=O)(=O)Nc2nsc(N)n2)cc1
4.7%,-1.6%,COc1ccc(S(=O)(=O)N2CCN(Cc3cccc4ccccc34)CC2)cc1

# Next section
Rat MKP-3 inhibitors,Hsp70 inhibitors,compound
/,3.9%,COc1ccc(N2CCN(S(=O)(=O)Cc3ccccc3)CC2)cc1
-1.9%&1.3%,0.9%&3.0%,O=C(Nc1ccncc1)c1cccc(F)c1
-2.3%,-0.7%,COc1ccc(/C(N)=N/OC(=O)c2ccc(Br)cc2)cc1
1.5%,3.3%,Cc1ccc(C(=O)O/N=C(\N)c2cccnc2)cc1
5.2%,-1.3%,CCOC(=O)C1=C(C)OC(N)=C(C#N)C1c1c(C)nn(-c2ccccc2)c1Cl (configuration not stated)
8.2%,-1.5%,Cc1ccc(CN2C(=O)CSc3ccc(C(=O)NCCN4CCOCC4)cc32)cc1
1.2%,13.7%,N#CCCN(C1CCCCC1)S(=O)(=O)c1ccc(Cl)cc1
-5.2%,-1.9%,Cc1ccc(N(C(=O)C2CCCC2)C2C=CS(=O)(=O)C2)cc1 (configuration not stated)
-10.8%,-1.2%,COc1cc2c(cc1NC(=O)CN(C)Cc1nc3ccccc3c(=O)[nH]1)oc1ccccc12
-1.0%,-4.0%,Clc1ccc(CN2CCN(/N=C/c3ccc(Br)s3)CC2)cc1
-3.4%,/,CC(NC(=O)C1CCCCC1)C(c1cccs1)N1CCN(C)CC1 (configuration not stated)
2.0%,-42.4%,CCOC(=O)C1CCN(C(=O)Cn2cc(C(=O)c3ccco3)c3ccccc32)CC1
-12.1%&6.6%,5.0%&5.0%,Cc1ccc(C(=O)Nc2ccc(O)c(C(=O)O)c2)o1
-4.1%,1.2%,CS(=O)(=O)NC1CCN(Cc2ccccc2)CC1
/,-2.6%,O=C1C(Cl)=C(N2CCOCC2)C(=O)N1c1ccccc1
/,-0.2%,Cc1cc(C)n(-c2nc(NCCC(C)C)c3c4c(sc3n2)COC(C)(C)C4)n1

# Single entries from the entries so far:
# `Clc1ccc(CN2CCN(/N=C/c3ccc(Br)s3)CC2)cc1` | Rat MKP-3 inhibitors: -1.0%
# `O=C1C(Cl)=C(N2CCOCC2)C(=O)N1c1ccccc1` | Hsp70 inhibitors: -2.6%
# `CS(=O)(=O)NC1CCN(Cc2ccccc2)CC1` | Hsp70 inhibitors: 1.2%
# `Cc1ccc(C(=O)Nc2ccc(O)c(C(=O)O)c2)o1` | Hsp70 inhibitors: 5.0%&5.0%
# `CC(NC(=O)C1CCCCC1)C(c1cccs1)N1CCN(C)CC1` (configuration not stated) | Rat MKP-3 inhibitors: -3.4%
# `COc1cc2c(cc1NC(=O)CN(C)Cc1nc3ccccc3c(=O)[nH]1)oc1ccccc12` | Rat MKP-3 inhibitors: -10.8%
# `CCOC(=O)C1CCN(C(=O)Cn2cc(C(=O)c3ccco3)c3ccccc32)CC1` | Rat MKP-3 inhibitors: 2.0%

# Carrying on:
Rat MKP-3 inhibitors,Hsp70 inhibitors,compound
-6.9%,4.7%,NS(=O)(=O)c1ccc(NS(=O)(=O)c2ccc(Br)cc2)cc1
-1.6%,-4.3%,CCOC(=O)C1CCN(c2c(NCCN3CCN(c4ccccc4)CC3)c(=O)c2=O)CC1
4.3%,0.8%,CC1(C)CC(=O)C2=C(C1)Nc1ccccc1N(C(=S)Nc1ccccc1)C2c1cccc([N+](=O)[O-])c1 (configuration not stated)
4.5%,-4.0%,CCOc1ccc(C(=O)Nc2ccc(Cl)cn2)cc1Cl
-6.8%&2.7%,2.7%&-3.6%,COc1ccc(CC(=O)N2CCOCC2)cc1OC
/,4.3%,O=C(CSc1ccccc1)Nc1ccc(N2CCOCC2)cc1
2.2%,-0.2%,C(=C\c1ccccc1)/CSc1nnc(-c2cccnc2)n1Cc1ccco1
/,1.2%,C=CCn1c(N)cc(=O)nc1SCC(=O)Nc1cccc2ccccc12
1.5%,-1.9%,COc1ccc(C2CC(=O)C3=C(C2)Nc2ccccc2NC3c2cccc(C)c2)cc1 (configuration not stated)
/,-4.6%,COc1ccc(CCN2C(=NC(=O)CC(C)C)SC3CS(=O)(=O)CC32)cc1 (configuration not stated)

# Screens deposited in PubChem by Sanford-Burnham Center for Chemical Genomics.
